Tau FP inhib: tau fibrillization inhibition (FP). P10636. K18 P301L tau heparin fibrillization, Alexa594 FP, 6 h. Potency, µM (titrated, usually from 57.7 µM), for inactives: at the highest dose activity, negative = inhibition, hits mostly inhibitors. actives 0.39% (n = 280,000). AID 1468; further: on the % scale 0 is the no-effect control and ±100 the full control effect; nearly all actives have a fitted effect of over 55% in size
Target sequence (P10636 561-689 P618L limits assumed): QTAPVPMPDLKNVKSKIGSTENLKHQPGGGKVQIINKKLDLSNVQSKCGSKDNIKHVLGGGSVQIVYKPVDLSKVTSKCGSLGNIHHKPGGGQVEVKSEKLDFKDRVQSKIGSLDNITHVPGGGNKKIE
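FP of Alexa 594-tau after heparin (20 uM) induction. Substrate: human K18 P301L, 15 uM unlabeled, 0.24 uM labeled. Buffer 100 mM sodium acetate pH 7. 6 hr, 37 C.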
GAA inh: inhibitors of human lysosomal alpha-glucosidase; P10253; purified human GAA, 4-MU-alpha-glucoside fluorescence; Potency, µM (highest dose often 76.9 µM), inactives show at the highest dose activity change, negative = inhibition, most hits filed as inhibitors; actives 0.005% (n = 200,000);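 further: plate controls were uninhibited enzyme wells for no effect and no-enzyme background for full effect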
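qHTS format, compound range up to 77 uM. Human lysosomal enzyme at 4 nM, 400 uM 4-MU glucoside substrate, pH 5.0, 20 min room temperature; fluorescence after alkaline stop gives activity normalized to controls.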
GAA spleen mod: lysosomal alpha-glucosidase (human) modulation; human spleen homogenate, 4-MU-alpha-glucoside fluorescence; Potency, µM (highest dose often 79.9 µM), inactives show at the highest dose activity change, negative = inhibition, usual class: inhibitors; actives 0.006% (n = 240,000); AID 2112;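 further: 0% = enzyme with vehicle and -100% = no enzyme basal signal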
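Human spleen homogenate (1 ug) incubated with compounds and 1 mM 4-methylumbelliferyl-alpha-D-glucopyranoside in pH 5.0 citrate/phosphate buffer, 37 C, 40 min. Stopped at pH 10; 4-MU fluorescence (Ex 365/Em 440 nm); AC50 by Hill fit.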
Tau fibril ThT: blocks human tau fibril formation measured by thioflavin T; AID 1460; recombinant tau K18 P301L, heparin-induced fibrillization, ThT fluorescence; P10636; actives 2.1% (n = 270,000); Potency, µM (doses to about 57.4 µM), for inactives: at the highest dose activity, negative = inhibition, most hits filed as inhibitors; further: on the % scale 0 is the no-effect control and ±100 the full control effect; nearly all actives have a fitted effect of over 55% in size
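Aggregation was driven by heparin (20 uM final) acting on recombinant tau […] bearing P301L in 100 mM sodium acetate pH 7; fibrils were detected with Thioflavin T.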
aGal spleen mod: inhibits or activates alpha-galactosidase in human spleen homogenate; human spleen homogenate, 4MU-alpha-Gal fluorescence, 40 min; Potency, µM (doses to about 80 µM), without a hit: at the highest dose activity change, negative = inhibition, usual class: inhibitors; actives 0.008% (n = 240,000);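 further: 0% = enzyme with vehicle and -100% = no enzyme basal signal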
Target sequence (P06280 32-429 limits assumed): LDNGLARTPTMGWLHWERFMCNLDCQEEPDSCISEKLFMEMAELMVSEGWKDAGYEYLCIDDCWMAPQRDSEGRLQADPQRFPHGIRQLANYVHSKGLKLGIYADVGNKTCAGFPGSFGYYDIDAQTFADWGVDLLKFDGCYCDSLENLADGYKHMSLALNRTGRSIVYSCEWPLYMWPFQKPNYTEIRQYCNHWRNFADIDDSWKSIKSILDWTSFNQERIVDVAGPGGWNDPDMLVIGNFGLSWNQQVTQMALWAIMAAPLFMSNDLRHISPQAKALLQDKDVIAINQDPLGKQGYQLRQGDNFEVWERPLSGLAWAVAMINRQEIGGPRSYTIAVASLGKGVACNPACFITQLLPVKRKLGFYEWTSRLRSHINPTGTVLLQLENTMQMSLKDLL
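Fluorogenic readout (Ex 365/Em 440 nm) of 4-methylumbelliferone released from 1 mM 4-MU-alpha-galactoside by spleen homogenate, 40 min at 37C, pH 5.0. Data normalized to no-enzyme and enzyme controls; Hill-equation AC50 from compound titrations.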
Tau fluor counter: counter-screen for tau fibril formation inhibitors; tau K18 P301L Alexa594 fluorescence, heparin fibrillization; Potency, µM (series often up to 57.7 µM), inactives show at the highest dose activity change, negative = decrease; actives 0.93% (n = 280,000); AID 1463; further: on the % scale 0 is the no-effect control and ±100 the full control effect; nearly all actives have a fitted effect of over 55% in size
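Human tau K18 P301L (15 uM unlabeled, 0.24 uM Alexa 594-labeled) in 100 mM sodium acetate pH 7 with 20 uM heparin, 6 hr at 37 C. ThT 30 uM added, 1 hr ambient; Alexa 594 FP and total fluorescence read at 555/632 nm.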
HTT cytoprotect: Huntington cell model cytoprotection by ATP luminescence. PC12 HTT-Q103 induced, cytoprotection, ATP luminescence, 40 h. Potency, µM (series often up to 56.4 µM), without a hit: cytoprotection (ATP increase), actives largely listed as activators. actives 0.14% (n = 230,000). AID 1471;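 further: % of control where 0% means no effect; nearly all actives have a fitted effect of over 45% in size; toxic huntingtin expression switched on by the ecdysone agonist tebufenozide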
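Compounds were screened for protection of PC12 cells against cell death after tebufenozide induction (100 nM final) of mutant Huntingtin exon 1 (Q103) fused to GFP.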
GAA glycogen mod: inhibitors or activators of human alpha-glucosidase glycogen cleavage. P10253. recombinant GAA, glycogen substrate, Amplex Red glucose oxidase fluorescence. Potency, µM (doses to about 76.4 µM), for the others: at the highest dose activity change, negative = inhibition, hits mostly inhibitors. actives 0.38% (n = 300,000). AID 2100;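 further: 0% = full enzyme reaction and -100% = no-enzyme basal signal; the screen sought inhibitors and activators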
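Recombinant human enzyme (4 nM); glycogen substrate; 37 C, 40 min, pH 5.0. Readout: coupled glucose oxidase/Amplex Red fluorescence.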
Active calls of the source: *; ? = inconclusive; . = no result given; [ ] = remark or other dose. The call rests on the fitted dose curve; in most records, active means well fitted curve in the direction sought with a large enough effect; inconclusive means small, poorly fitted or top-dose-only effect, or another doubt; inactive means no such curve, though single readings can be large; an effect the other way counts as inactive or inconclusive. Potency means the concentration at half of the fitted maximal effect.

Order of results: Tau FP inhib | GAA inh | GAA spleen mod | Tau fibril ThT | aGal spleen mod | Tau fluor counter | HTT cytoprotect | GAA glycogen mod
1) Cc1c(C(=O)N2CCOCC2)cc(C(C)(C)C)n1-c1ccccc1
    -2% | ? | -4% | -8% | 0% | 1% | 7%[10 µM] | 3%
2) N/C(=N\OC(=O)Cc1ccc(-c2ccccc2)cc1)c1ccncc1
    1% | 2% | 6% | -16% | 2% | -13% | -8%[10 µM] | 29%
3) Cc1cc(=O)n(-c2ccc(C(=O)O)cc2)[nH]1
    ? | 3% | 1% | ? | 2% | -7% | -25% | -17%
4) CC(C)CNC(=S)NC(=O)c1csc([N+](=O)[O-])c1
    -5% | . | 9% | ? | 6% | -30% | 10%[10 µM] | -5%
5) Cc1ccc(CC2CC(=O)N(c3cc(C)on3)C2=O)cc1 (stereo unspecified)
    1% | ? | -2% | 1% | -8% | 3% | -8% | -1%
6) C/C(=N\Nc1ccc(C(=O)O)cc1)c1nc2ccccc2n1C
    13% | -7% | -14% | ? | 4% | -7% | -1%[10 µM] | -18%
7) COc1ccc(NC(=O)CSc2nc3nc(C)cc(C)n3n2)cc1
    2% | . | . | 1% | . | 5% | . | 2%
8) CCOC(=O)NC(=O)C(=CNc1ccccc1OC)C(=O)NC(=O)OCC
    -4% | 4% | 0% | -2% | 0% | 2% | . | 0%
9) Cc1ccc(C(=O)Nc2ccon2)cc1S(=O)(=O)N1CCCC1
    -3% | -6% | 2% | 6% | 7% | 0% | -12% | -5%
10) COc1ccc(CCN=C(N)NS(=O)(=O)c2cccs2)cc1
    3% | -3% | 1% | 10% | 2% | 4% | . | 15%
11) CCOC(=O)C1(Cc2ccccc2)CCN(Cc2cn(CC(=O)OC)c3ccccc23)CC1
    -1% | -10% | 2% | -3% | 4% | -1% | ? | -3%
12) Oc1ccc(Nc2nc(-c3ccc4ccccc4c3)cs2)cc1
    ? | ? | 10% | 5µM* | 10% | 7.9µM*[quencher] | -55%[inhibitor][10 µM] | 5.6µM*
13) CCOC(=O)C1=C(c2ccccc2)OC(N)=C(C#N)C1C1CCCCC1 (stereo unspecified)
    -6% | -10% | 4% | -17% | -5% | -25% | -22% | -20%
14) Cc1cccc2nc(CSc3nc4ccccc4o3)cn12
    -14% | 8% | -3% | ? | -9% | -11% | 5%[10 µM] | 5%
15) O=C(COC(=O)[C@@H]1CCCN1C(=O)c1cccs1)NCCc1ccccc1
    -9% | -6% | -7% | -3% | 3% | -6% | 4% | -3%
16) COc1ccc(C2CC(=O)n3c(nc4ccccc43)S2)cc1OC (stereo unspecified)
    -3% | -3% | -4% | 0% | -7% | -5% | 11% | 2%
17) CCOC(=O)C1C(=O)NC(N2CCc3ccccc32)=NC1c1ccccc1 (stereo unspecified)
    -7% | -3% | 0% | -13% | 4% | 0% | -26% | 2%
18) O=C1Nc2ccccc2C1(c1ccccc1)c1ccccc1
    -5% | 1% | -1% | -21% | 8% | -30% | 26% | -11%
19) CCCNC(=O)Cn1cnc2sc(C(=O)N3CCN(c4ccc(F)cc4)CC3)c(C)c2c1=O
    3% | 7% | 2% | -11% | -4% | -3% | 8% | -3%
20) O=C1COc2ccc(S(=O)(=O)N3CCc4ccccc43)cc2N1
    -6% | . | 5% | . | 6% | -18% | 11%[10 µM] | 0%
21) CC12CCC(c3c(C(=O)Nc4nccs4)nn(-c4ccccc4)c31)C2(C)C (stereo unspecified)
    -1% | -11% | -4% | -4% | -12% | -2% | -3% | -7%
22) O=C(c1ccc(-c2ccccc2)cc1)N1CCN(C(=O)c2ccco2)CC1
    5% | -3% | -1% | -3% | 0% | 0% | 12% | 4%
23) O=C(NCC1CCCO1)c1ccc(COc2ccc(Br)cc2)cc1 (stereo unspecified)
    2% | 0% | 1% | 7% | 3% | 3% | . | 6%
24) COC(=O)C1(C(=O)OC)CC2=CC(CC2=O)Cc2ccccc2[C@@H]1C[N+](=O)[O-] (stereo partly specified)
    -8% | . | 1% | -2% | -22% | -9% | 3% | .
25) COc1cc(C=O)c(Br)cc1OC1CCCC1
    -5% | 0% | -8% | -8% | 7% | -5% | -8% | 8%
26) O=C(NCc1cccnc1)C1c2ccccc2C(=O)N1Cc1ccco1 (stereo unspecified)
    -3% | 4% | 0% | -5% | -1% | 12% | 6% | 6%
27) N#CCCN(C(=O)Nc1ccc(Cl)c(Cl)c1)c1ccccc1
    -7% | 0% | -5% | 2% | -5% | -15% | . | -1%
28) COC(=O)c1cc(C(=O)Nc2ccc(S(N)(=O)=O)cc2)cc([N+](=O)[O-])c1
    10% | -4% | 1% | -4% | 3% | -10% | -30% | 4%
29) CCOC(=O)c1cccc(NC(=O)CCc2c(C)nc3ncnn3c2C)c1
    -10% | 14% | -9% | 1% | 0% | 2% | -31% | 15%
30) O=C(c1cccs1)N1CCC(C(=O)N2CCN(Cc3ccc4c(c3)OCO4)CC2)CC1
    4% | ? | -5% | -7% | -8% | -5% | -22%[10 µM] | 7%

Record cards (already shown):
Results for N#CCCN(C(=O)Nc1ccc(Cl)c(Cl)c1)c1ccccc1 : Tau FP inhib: -7%; GAA inh: 0%; GAA spleen mod: -5%; Tau fibril ThT: 2%; aGal spleen mod: -5%; Tau fluor counter: -15%; HTT cytoprotect: .; GAA glycogen mod: -1%
Results for COC(=O)C1(C(=O)OC)CC2=CC(CC2=O)Cc2ccccc2[C@@H]1C[N+](=O)[O-] (stereo partly specified) : Tau FP inhib: -8%; GAA inh: .; GAA spleen mod: 1%; Tau fibril ThT: -2%; aGal spleen mod: -22%; Tau fluor counter: -9%; HTT cytoprotect: 3%; GAA glycogen mod: .

An excerpt from above in order of the Tau fibril ThT value, high to low.
| nr | compound | Tau fibril ThT |
| --- | --- | --- |
| 16 | COc1ccc(C2CC(=O)n3c(nc4ccccc43)S2)cc1OC (stereo unspecified) | 0% |
| 28 | COC(=O)c1cc(C(=O)Nc2ccc(S(N)(=O)=O)cc2)cc([N+](=O)[O-])c1 | -4% |
| 17 | CCOC(=O)C1C(=O)NC(N2CCc3ccccc32)=NC1c1ccccc1 (stereo unspecified) | -13% |

The listing continues:
Order of results: Tau FP inhib | GAA inh | GAA spleen mod | Tau fibril ThT | aGal spleen mod | Tau fluor counter | HTT cytoprotect | GAA glycogen mod
31) CCN1CCN(S(=O)(=O)c2ccc(S(=O)(=O)N(CC)Cc3ccccc3)cc2)CC1
    4% | -7% | -4% | -3% | 1% | -4% | 5%[10 µM] | -2%
32) CCCn1c(SCC(=O)c2ccc3c(c2)OCCO3)nnc1C(C)C
    7% | -3% | 3% | -11% | 1% | 4% | -13%[10 µM] | -8%
33) C=CCn1c[n+](CC(=O)c2ccc(Br)s2)c2ccccc21
    6% | ? | 1% | -11% | 5% | -12% | 2%[10 µM] | 0%
34) CC(C)(C)C(=O)N1CCC(O)(CS(=O)(=O)Cc2ccc(Cl)cc2)CC1
    0% | -1% | -12% | -2% | 1% | 1% | -4% | 8%
35) Cc1ccc(Cl)cc1NC(=O)CN1C(=O)c2cccc3cccc1c23
    -13% | . | . | 2% | . | -3% | . | 16%[76.3 µM]
36) CC(NC(=O)Cc1cccs1)c1ccccc1 (stereo unspecified)
    1% | -9% | 6% | -11% | 9% | -12% | 18%[10 µM] | -3%
37) O=S(=O)(c1ccccc1Cl)N1CCCC1c1nc(-c2cccc(Cl)c2)no1 (stereo unspecified)
    -16% | -4% | -12% | -21% | -7% | ? | 9%[10 µM] | -8%
38) c1csc(-c2nc3ccccc3[nH]2)c1
    -6% | 3% | -3% | -12% | 4% | -11% | -12%[10 µM] | -10%
39) O=C(Cn1c(C(F)(F)F)nc2ccccc21)NCCCN1CCOCC1
    -4% | ? | 1% | -15% | -1% | -2% | 2%[1.9 µM] | 6%
40) C=CCN1C(=O)/C(=C/C=C2/N(CC)c3ccc(S(=O)(=O)N(C)C)cc3N2CC)SC1=S
    -12% | -8% | -2% | ? | 2% | 2% | -44%[inhibitor] | -28%
41) COC(=O)c1sccc1NC(=O)c1ccc(C)o1
    -6% | -5% | -7% | -8% | 0% | -9% | -20% | -3%
42) CCCc1[nH]nc2c1C(/C(C)=C/c1ccccc1)C(C#N)=C(N)O2 (stereo unspecified)
    -3% | -7% | -9% | ? | -2% | ? | -19% | 1%
43) CC(=O)C1=C(O)C(=O)N(CC#N)C1c1cccs1 (stereo unspecified)
    -8% | -4% | -1% | 0% | -1% | 0% | -9% | 11%
44) O=C(Nc1nnc(CSCc2ccc(Cl)cc2)s1)c1cccc([N+](=O)[O-])c1
    -14% | -3% | 2% | -9% | -8% | -28% | 28%[10 µM] | 2%
45) O=C(Cn1cnc2c(nc3n2CCCCC3)c1=O)Nc1ccc(F)cc1
    2% | . | . | 2% | . | -1% | . | 16%[76.3 µM]
46) COC1CCCCC1Nc1cc(C)cc(C)c1 (stereo unspecified)
    2% | -4% | -1% | -13% | 6% | -12% | 16% | 0%
47) CC(=O)c1ccc(-n2nnnc2SCC(=O)N2CCN(C(=O)c3ccco3)CC2)cc1
    0% | 5% | 0% | -4% | -9% | 0% | 10%[10 µM] | -2%
48) C/C(CCc1oc2c(Br)cc(Br)cc2c1-c1ccc(C)o1)=N\O
    -6% | -5% | 2% | -21% | -1% | -20% | 0%[10 µM] | -19%
49) CCC(C)NC(=O)CC1Oc2ccc(Cl)cc2NC1=O (stereo unspecified)
    9% | -1% | 6% | -12% | 8% | -2% | -1% | 7%
50) O=C(Nc1nc(COc2ccccc2)cs1)C1CCC1
    -7% | -4% | 4% | -15% | 1% | -6% | 1%[10 µM] | 2%
51) Cc1[nH]c2ccccc2c1/C=C/c1nc2ccccc2c(=O)n1CCO
    17% | -12% | -11% | ? | 1% | 10µM*[quencher] | -8%[10 µM] | -7%
52) COc1ccc(-c2cc3nc(-c4ccccc4)cc(N4CCC(O)CC4)n3n2)cc1
    ? | ? | 12% | ? | ? | ? | 10%[10 µM] | -9%
53) COc1cc(NC(=O)c2cccs2)ccc1NC(=O)c1ccccc1Cl
    -15% | 1% | -19% | ? | 1% | ? | -55%[inhibitor] | 0%
54) CCN(CC(=O)Nc1ccc(OC)cc1)CC(=O)Nc1ccc(Cl)cc1F
    7% | 1% | -2% | -4% | -5% | -14% | -4% | -9%
55) Cc1ccc(C(=O)N/C(=C\c2cccs2)C(=O)NC2CCCCC2)cc1
    -9% | -5% | -1% | -6% | 1% | -11% | 10% | -25%
56) COc1cccc(NC(=O)Cn2c(=O)n(-c3ccccc3)c(=O)c3sccc32)c1
    -7% | -6% | -2% | 8% | -10% | -4% | -24% | 2%
